Scp1 inh – Scp-1 (human) phosphatase inhibition; Q9GZU7; Recombinant Scp1, phosphopeptide, malachite green phosphate absorbance; inhibition, % at 20 µM; 0.88% of 340,000 active; AID 493091;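 active means inhibition above about 50% at 20 µM, limit read from the data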;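 further: plate controls were DMSO wells with enzyme for no effect and wells lacking enzyme for full effect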
Target sequence (Q9GZU7 76-261 limits assumed): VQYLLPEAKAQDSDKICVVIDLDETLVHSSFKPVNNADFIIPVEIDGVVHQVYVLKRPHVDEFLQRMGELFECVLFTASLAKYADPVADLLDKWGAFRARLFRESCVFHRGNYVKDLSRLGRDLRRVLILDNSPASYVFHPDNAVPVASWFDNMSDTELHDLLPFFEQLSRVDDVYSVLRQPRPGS
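Material: truncated SCP-1 phosphatase (76-261aa) / Buffer or medium: 50 mM Tris acetate pH 5.5, 0.005% Tween-20, 10 mM MgCl2 / Compound dosing: one concentration, 20 µM, with 1.0% DMSO / Incubation: 45 min room-temperature reaction, 5 min colour, 30 min stabiliser / Detection: colorimetric free-phosphate detection, absorbance 630 nm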
DNMT1 block – DNMT1 (human) enzyme inhibition | 0.83% of 360,000 active | P26358 | DNMT1 molecular beacon, Hinp1I cleavage, fluorescence | inhibition (reported as % activation of signal), % at 10 µM; in the data active means inhibition above about 50%
STEP inh – blocks human striatal-enriched tyrosine phosphatase. 0.25% of 360,000 active. recombinant STEP, OMFP fluorogenic substrate, fluorescence. inhibition, % at 20 µM. P54829;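 active means inhibition at 20 µM, scaled per plate between control wells, above about 37%, limit read from the data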;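 further: 0% = DMSO with enzyme and substrate and 100% = substrate only without enzyme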
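Assay system: isolated STEP enzyme / Timing: 20 min at room temperature, dark / Doses: 20 µM, 1% DMSO / Technique: fluorescence intensity, excitation 480 nm, emission 540 nm / Reagent: fluorogenic phosphatase substrate OMFP at 25 µM final / Measure: percent inhibition scaled to no-enzyme and uninhibited-enzyme controls, plate-pattern corrected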
CSN deneddyl inh – blocks human CSN-mediated cullin deneddylation; Purified CSN, SCF-Nedd8-OG deneddylation, fluorescence polarization; inhibition, % at 12.5 µM; 0.38% of 360,000 active; AID 651999;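 active means pattern-corrected inhibition above about 35%, with an unprinted fluorescence ratio check between 0.5 and 1.5, limit read from the data, passing the limit was not always enough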;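 further: 0% = enzyme with substrate and 100% = substrate without enzyme; some results filed as inactive read as strong as hits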
Target sequence (Q92905 whole entry, looked up, one chain of several): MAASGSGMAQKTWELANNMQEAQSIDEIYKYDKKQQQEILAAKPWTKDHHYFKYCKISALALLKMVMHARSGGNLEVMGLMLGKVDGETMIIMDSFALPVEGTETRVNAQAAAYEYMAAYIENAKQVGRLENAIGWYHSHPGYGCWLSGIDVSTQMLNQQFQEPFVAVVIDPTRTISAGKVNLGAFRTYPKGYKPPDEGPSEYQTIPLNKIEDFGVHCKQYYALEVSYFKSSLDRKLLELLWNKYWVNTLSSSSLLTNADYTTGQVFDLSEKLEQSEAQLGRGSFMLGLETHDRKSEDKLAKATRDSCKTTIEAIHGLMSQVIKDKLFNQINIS
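Material: human Csn5 produced in HEK293T cells; Input: enzyme 0.24 nM; Reagent: SCFSkp2-Nedd8OG substrate at 10 nM final; Dosing: 12.5 µM compound; Incubation: 90 min reaction at room temperature; Detection: fluorescence polarization of the substrate; Evaluation: % inhibition of substrate cleavage by Csn5; Control set: substrate-only high control, full reaction low control.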
Neddylation inh – blocks human cullin neddylation; 0.58% of 360,000 active; calls only at 25 µM; TR-FRET cullin neddylation, biochemical; AID 651699; P61081+Q13564; in the data active means inhibition above about 36%
Rin1-Abl PPI inh – human Rin1-Abl interaction inhibition | TR-FRET Rin1/Abl binding, biochemical | P00519+Q13671 | 0.4% of 360,000 active | inhibition, % at 7.35 µM; in the data active means inhibition above about 5%, passing the limit was not always enough
SUMO1-SIM PPI – alters human SUMO1 binding to SIM partners | P63165 | SUMO1 binding to a labelled peptide, TR-FRET, 1 h | inhibition, % at 20 µM | 0.33% of 360,000 active | AID 602429; in the data active means inhibition above about 37%
NadD inh – inhibitors of Staphylococcus aureus NadD. purified NadD enzyme, colorimetric absorbance read-out. inhibition, % at 20 µM. 0.78% of 360,000 active; in the data active means inhibition above about 26%; further: some compounds past the cut are filed as inactive
LMPTP block – blocks human LMPTP phosphatase; inhibition, % at 20 µM; recombinant LMPTP-A, OMFP fluorogenic substrate, fluorescence intensity; 0.22% of 360,000 active; P24666;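 active means compounds that cut the enzyme signal by at least half of the control window in the single-dose screen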;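 further: plate controls were DMSO wells with enzyme plus substrate for no effect and substrate without enzyme for full effect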
Target sequence (P24666 whole entry, looked up): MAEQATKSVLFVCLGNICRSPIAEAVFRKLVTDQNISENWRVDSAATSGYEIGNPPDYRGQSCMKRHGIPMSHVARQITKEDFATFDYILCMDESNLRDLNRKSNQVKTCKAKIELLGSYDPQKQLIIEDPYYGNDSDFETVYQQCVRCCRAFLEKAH
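Test system: LMPTP-A, protein tyrosine phosphatase of low molecular weight; Input: 0.625 nM enzyme; Incubation: 50 min dark incubation at room temperature; Signal: endpoint fluorescence intensity from OMFP dephosphorylation; Read-out basis: % inhibition versus control wells.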
Rpn11 inh – inhibitors of human proteasome Rpn11; O00487; human 26S proteasome, Ub4-pepOG fluorescence polarization; 20S core pre-blocked with epoxomicin; calls only at 20 µM; 0.59% of 360,000 active; AID 588493;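 active means inhibition at 20 µM, scaled to each plate's controls, above about 33%, limit read from the data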
Target sequence (O00487 whole entry, looked up): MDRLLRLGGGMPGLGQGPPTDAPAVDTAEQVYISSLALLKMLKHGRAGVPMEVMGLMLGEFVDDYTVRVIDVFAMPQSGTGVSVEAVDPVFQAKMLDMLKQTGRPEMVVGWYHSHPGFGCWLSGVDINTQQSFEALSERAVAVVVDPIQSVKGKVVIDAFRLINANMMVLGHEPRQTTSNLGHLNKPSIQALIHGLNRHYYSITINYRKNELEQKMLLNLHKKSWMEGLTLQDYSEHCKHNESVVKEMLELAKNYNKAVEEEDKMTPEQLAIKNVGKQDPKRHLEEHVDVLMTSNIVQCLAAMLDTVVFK
Numbers without * were called inactive; i = inactive; · = no result given. An unsorted share of the library, and some 3.8% of all compounds hit somewhere here.

SMILES	Scp1 inh	DNMT1 block	STEP inh	CSN deneddyl inh	Neddylation inh	Rin1-Abl PPI inh	SUMO1-SIM PPI	NadD inh	LMPTP block	Rpn11 inh
Cc1ccccc1N1CCN(Cc2nc(Cc3ccccc3F)no2)CC1	-12	1	2	-1	i	2	-4	-6	-0.4	i
CN(CC(=O)Nc1cc([N+](=O)[O-])ccc1Cl)Cc1ccc(Br)cc1	4	0	1	-1	i	-2	-18	2	0.5	i
C[C@H](NC(=O)Nc1ccc2c(c1)OCCO2)C(=O)O	-6	4	-1	0	i	2	-3	2	0.5	i
O=C(CNC(=O)c1cccc(F)c1)OCC(=O)N1CCN(C(=O)c2ccco2)CC1	-8	-1	2	0	i	-1	4	-3	-1.7	i
COc1ccc(CSC(=S)NNc2ccccc2)cc1	·	-18	-1	0	i	0	5	2	1.7	i
Cc1ccc2c(CC(=O)OCc3nc(N)nc(Nc4ccccc4C)n3)coc2c1	-7	-12	-4	2	i	4	0	0	1.3	i
COCCn1c(CCC(=O)O)nc2c1c(=O)[nH]c(=O)n2CC(C)C	0	0	-3	1	i	2	-1	-8	-1.4	i
CCSc1sccc1C1C(C#N)=C(N)N(c2cccnc2)C2=C1C(=O)CCC2 (centres undefined)	-2	-10	0	-5	i	7	6	3	0.4	i
CCOc1ccc(NC(=O)c2cc(S(=O)(=O)N3CCOCC3)cs2)cc1	-7	-1	-2	3	i	-2	1	-6	1.6	i
Cn1c(NN)nc2sc3c(c2c1=O)CCC3	-4	-9	-5	3	i	-3	4	-4	17	i
CCOC(=O)c1cc(NC(=O)c2ccccc2)c(=O)oc1C(F)(F)F	-6	-9	1	14	i	-2	-2	3	-4.2	i
COc1ccc(CCCc2nnc(SCC(=O)NN)o2)c(C)c1	-9	2	-1	1	i	1	3	2	-1.1	i
CCc1ccc(-c2csc(NC(=O)C3=NN(c4ccccc4)C(=O)CC3)n2)cc1	-3	21	-3	0	i	0	-2	9	1.3	i
COc1nc(N)nc(CC(=O)C2CC2)n1	-12	2	6	4	i	1	0	-2	-1.4	i
Cc1cnc(NS(=O)(=O)c2ccc(Cl)cc2)c(Br)c1	-4	0	-2	3	i	0	16	-4	-0.5	i
Cc1ccc(-n2[nH]c(C)c(C=Nc3ccc(S(=O)(=O)Nc4nc(C)cc(C)n4)cc3)c2=O)c(C)c1	-3	1	3	-2	i	-2	-6	1	-0.8	i
CCCOc1ccc(C(=O)C(CN2CCCC2)c2ccccc2)cc1 (centres undefined)	-8	15	3	-2	i	3	1	1	-3.8	i
C/C(=N\NC(=S)Nc1cc(S(=O)(=O)N2CCOCC2)ccc1Cl)c1ccc(N2CCOCC2)cc1	-1	-2	4	2	i	-3	-1	10	1.1	i
CCOC(=O)CCc1c(C)c(C#N)c2nc3ccccc3n2c1-n1ccnc1C	16	-4	0	2	i	-5	-19	3	0.2	i
CN(c1ccccc1)S(=O)(=O)c1cccc(NC(=O)CN2C(=O)NC3(CCCCC3)C2=O)c1	-6	-11	0	-2	i	4	-5	7	0.3	i
CC(C1CC1)N(C(=O)NC1CCS(=O)(=O)C1)c1ccccc1 (centres undefined)	-3	3	-3	-3	i	-2	-1	-4	-2.1	i
CCCN(CCC)C(=O)CSc1ncccc1C(=O)O	-5	2	0	4	i	3	-5	-5	0.2	i
CCCc1cc(=O)oc2cc(C)cc(OC(C)C(=O)N[C@@H](Cc3c[nH]c4ccccc34)C(=O)O)c12 (some centres undefined)	-1	0	-4	-2	i	-1	6	4	-1.6	i
CCN(C(=O)COC(=O)c1ccc(O)cc1O)c1c(N)n(Cc2ccccc2)c(=O)[nH]c1=O	-9	1	-3	-5	i	-6	1	-4	-1.6	i
OC(COc1ccc(Cl)cc1)CN1CCN(c2cccc(Cl)c2)CC1 (centres undefined)	-2	0	-1	6	i	1	-1	-2	2.6	i
O=C(CSc1cn(CCNC(=O)c2cccs2)c2ccccc12)NC1CCCCC1	2	-1	-3	-1	i	1	8	-1	1.0	i
Cc1ccc(NC(=O)c2cc(S(=O)(=O)N3CCOCC3)ccc2Cl)cc1S(=O)(=O)N1CCOCC1	-15	-2	0	-6	i	0	-4	-2	-0.9	i
Nn1c(SCC(=O)N2CCOCC2)nnc1-c1ccc(Cl)cc1Cl	-2	1	4	-3	i	5	0	-2	-2.5	i
CC(=O)c1c(N2CCN(c3ccc(F)cc3)CC2)nc(=S)n(-c2ccccc2)c1C	6	14	1	0	i	-2	0	10	32	i
O=C(Nc1cccc(C(=O)O)c1)/C(=C\c1ccccc1)NC(=O)c1ccc(Br)o1	·	8	-3	-2	i	-2	-3	2	0.2	i
CCc1ccc(C(=O)NNc2cc(Cl)ccc2Cl)cc1	-23	-1	1	7	i	-1	-1	-6	0.1	i
Cc1cccc(C)c1NC(=O)CN1CCN(C(=O)CNC(=O)Cc2cccc3ccccc23)CC1	·	-2	0	7	i	1	-1	0	-2.0	i
CN(CC(=O)NC1CCCc2ccccc21)S(=O)(=O)c1ccc2c(c1)c(=O)n(C)c(=O)n2C (centres undefined)	-12	3	0	2	i	-3	3	-2	-0.1	i
Cc1ccc(S(=O)(=O)NCC(=O)NCc2cc(=O)n(C)c(=O)n2C)cc1C	0	4	-2	-1	i	-4	-2	2	0.0	i
CCN1CCN(Cc2ccc(NC(=O)CC3Oc4ccc(C)cc4NC3=O)cc2)CC1 (centres undefined)	-12	0	-1	-4	i	1	-2	-2	0.2	i
Cc1ccc(-c2csc(NC(=O)CN3CCOCC3)n2)cc1	-1	0	-1	4	i	5	-1	1	0.0	i
CC(C)NC(=O)CCn1nc(-c2ccc(Cl)cc2)c2ccccc2c1=O	1	12	0	-3	i	4	-4	0	2.3	i
Cc1nn(Cc2ccc(Cl)c(Cl)c2)c(C)c1NC(=O)c1sc2ccccc2c1Cl	0	-2	1	4	i	-3	1	5	6.7	i
Cn1c(CO)cnc1SCC(=O)c1ccc(Cl)cc1	-4	-5	-2	-1	i	1	1	4	-0.1	i
COc1ccc(NC(=O)C2CCCN(S(=O)(=O)c3c(C)[nH]c(=O)[nH]c3=O)C2)cc1OC (centres undefined)	-1	2	0	0	i	1	3	-3	1.1	i
CCOC(=O)c1cc2cc(OC)ccc2nc1C	-1	1	0	3	i	-3	0	-5	-0.3	i
NC(=S)NN=C1Cc2cccc3cccc1c23	8	6	2	3	i	-2	-1	28	53*	i
O=C(Nc1ccc(Oc2cccc(C(F)(F)F)c2)nc1)c1cccs1	-13	-1	2	2	i	-2	0	-15	2.7	i
C=CCOc1c(Cl)cc(C(=S)N2CCCC2)cc1OCC	-5	3	3	3	i	-2	-1	-7	-0.2	i
CN(CC(=O)NCCc1ccccc1)S(=O)(=O)c1cnc[nH]1	0	9	1	-3	i	1	-2	5	0.8	i
COc1ccc(OC)c(N(CC(=O)Nc2cccc3ccccc23)S(C)(=O)=O)c1	-14	0	2	5	i	-2	-5	-4	0.0	i
Cc1ccccc1OCCC(=O)OCC(=O)N1c2ccccc2NC(=O)C1(C)C	20	10	1	1	i	3	6	0	1.3	i
CCN(CC)c1nc(NNC(=O)c2ccccc2)nc(N(CC)CC)n1	-5	3	-4	-3	i	2	-6	-3	0.4	i
O=C(O)C=C1CCN(c2ncc(C(F)(F)F)cc2Cl)CC1	-3	1	0	-5	i	1	1	4	-1.0	i
CN(C)c1ccc(N=Nc2ccc(S(=O)(=O)O)cc2)c2ccccc12	-3	-7	4	-3	i	1	-13	5	7.2	i
O=c1c2c(nc3cc(-c4ccc(F)cc4)[nH]n13)CCC2	-4	8	2	8	i	0	7	5	-0.9	i
C=CCc1c(C)nc(-c2ccccc2)nc1N/N=C(\C)c1ccc(N)cc1	-2	-6	-3	-4	i	2	0	0	1.1	i
COc1cc(Nc2cccc[n+]2C)cc(OC)c1OC	2	2	-3	3	i	0	10	0	-0.1	i
O=C(Nc1ccc2nc3n(c(=O)c2c1)CCCC3)c1cc([N+](=O)[O-])ccc1F	-4	27	0	3	i	-5	10	0	-0.7	i
O=C(Nc1cccc(Cl)c1)Nc1cccc(Cl)c1	3	-4	-5	4	i	-4	-4	0	1.4	i
CCOc1ccc(S(=O)(=O)NCCC(=O)NC2=NCCS2)cc1	-15	-4	1	4	i	1	-2	2	0.4	i
CC(C)N1CCCC(C)(C(=O)Nc2cccc(Oc3ccccc3)c2)C1 (centres undefined)	·	3	-2	2	i	-1	0	3	0.8	i
Cc1csc(NC(C)c2nc3cc(C(F)(F)F)ccc3n2CCCO)n1 (centres undefined)	-9	13	1	3	i	-2	6	-2	-2.4	i
O=C(O)Cn1cc(C(=O)c2cccs2)c2ccccc21	-4	-1	11	0	i	-2	2	-1	-1.3	i
NC(=O)C1CCN(C(=S)c2cccs2)CC1	-8	2	1	12	i	-4	3	2	0.1	i

Remaining list, next part
SMILES	Scp1 inh	DNMT1 block	STEP inh	CSN deneddyl inh	Neddylation inh	Rin1-Abl PPI inh	SUMO1-SIM PPI	NadD inh	LMPTP block	Rpn11 inh
COc1ccc(CN2CCCC(C(=O)c3ccc(Cl)cc3)C2)cc1Cn1cccn1 (centres undefined)	6	5	-4	2	i	3	1	-2	0.3	i
CCCNC(=O)COc1ncnc2sc(C)c(C)c12	-8	3	2	-4	i	1	-1	-3	-0.4	i
CCOC(=O)Cc1nnc(NC(=O)C(CC)Sc2nnc3c4ccccc4n(C)c3n2)s1 (centres undefined)	7	0	2	1	i	-12	13	11	-0.5	i
O=C(CSC(=S)N1CCSCC1)c1ccc(Cl)cc1	-11	0	-1	6	i	1	-3	-8	-0.1	i

6 compounds from above, sorted by the number in DNMT1 block, smallest number first:
SMILES	Scp1 inh	DNMT1 block	STEP inh	CSN deneddyl inh	Neddylation inh	Rin1-Abl PPI inh	SUMO1-SIM PPI	NadD inh	LMPTP block	Rpn11 inh
Cc1nn(Cc2ccc(Cl)c(Cl)c2)c(C)c1NC(=O)c1sc2ccccc2c1Cl	0	-2	1	4	i	-3	1	5	6.7	i
O=C(CNC(=O)c1cccc(F)c1)OCC(=O)N1CCN(C(=O)c2ccco2)CC1	-8	-1	2	0	i	-1	4	-3	-1.7	i
CCOC(=O)Cc1nnc(NC(=O)C(CC)Sc2nnc3c4ccccc4n(C)c3n2)s1 (centres undefined)	7	0	2	1	i	-12	13	11	-0.5	i
Cc1ccc(-n2[nH]c(C)c(C=Nc3ccc(S(=O)(=O)Nc4nc(C)cc(C)n4)cc3)c2=O)c(C)c1	-3	1	3	-2	i	-2	-6	1	-0.8	i
NC(=O)C1CCN(C(=S)c2cccs2)CC1	-8	2	1	12	i	-4	3	2	0.1	i
CN(CC(=O)NC1CCCc2ccccc21)S(=O)(=O)c1ccc2c(c1)c(=O)n(C)c(=O)n2C (centres undefined)	-12	3	0	2	i	-3	3	-2	-0.1	i
